EBI2 antag – antagonists of human EBI2 receptor | 0.81% of 360,000 active | inhibition, % at 5 µM | EBI2 beta-arrestin recruitment, luminescence, 7a,25-OHC stimulated; in the data active = inhibition above about 38%;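 also: enzyme fragment complementation signal reports receptor beta-arrestin coupling in cells; 0% = agonist plus DMSO wells and 100% = wells without agonist; some results beyond the cut were filed as inactive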
APJ antag – antagonists of human APJ apelin receptor; P35414; CHO-K1 APJ beta-arrestin complementation, luminescence; inhibition, % at 20 µM; 0.32% of 330,000 active; AID 2521;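 active = inhibition above about 40% at 20 µM, limit read from the data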;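 also: cells challenged with 10 nM apelin-13 agonist together with compound; plate controls were apelin-13 plus DMSO wells for no effect and DMSO wells lacking apelin-13 for full effect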
Target sequence (P35414 whole entry, looked up): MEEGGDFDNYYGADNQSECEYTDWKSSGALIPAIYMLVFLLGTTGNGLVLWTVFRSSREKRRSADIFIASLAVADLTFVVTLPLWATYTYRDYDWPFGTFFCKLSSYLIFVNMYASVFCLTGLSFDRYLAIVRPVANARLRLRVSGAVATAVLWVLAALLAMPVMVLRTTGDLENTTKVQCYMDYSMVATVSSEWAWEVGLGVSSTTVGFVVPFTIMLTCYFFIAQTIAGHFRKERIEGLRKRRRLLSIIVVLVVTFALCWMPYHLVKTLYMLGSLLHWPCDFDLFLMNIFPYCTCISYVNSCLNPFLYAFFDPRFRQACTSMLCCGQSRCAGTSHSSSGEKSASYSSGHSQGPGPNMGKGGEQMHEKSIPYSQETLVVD
ATG4B inhibitor – ATG4B (human) cysteine protease inhibition | Q9Y4P1 | ATG4B cleavage of LC3-PLA2, NBD-HPC fluorescence, 1 h | inhibition, % at 8.33 µM | 0.51% of 340,000 active | AID 504462; in the data active = inhibition above about 40%
Target sequence (Q9Y4P1 whole entry, looked up): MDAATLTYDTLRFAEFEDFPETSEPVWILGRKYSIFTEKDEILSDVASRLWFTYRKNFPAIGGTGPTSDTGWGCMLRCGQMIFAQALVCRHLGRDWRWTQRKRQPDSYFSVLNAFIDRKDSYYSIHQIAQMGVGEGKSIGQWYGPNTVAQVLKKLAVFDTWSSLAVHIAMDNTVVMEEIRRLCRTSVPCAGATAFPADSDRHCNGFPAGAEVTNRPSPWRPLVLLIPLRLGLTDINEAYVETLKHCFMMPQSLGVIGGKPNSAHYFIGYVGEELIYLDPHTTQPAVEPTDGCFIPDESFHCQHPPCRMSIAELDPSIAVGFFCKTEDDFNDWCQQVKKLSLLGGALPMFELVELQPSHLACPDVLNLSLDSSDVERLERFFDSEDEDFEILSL
APJ agonist – agonists of human APJ apelin receptor; P35414; CHO-K1 APJ PathHunter beta-arrestin, luminescence; 0% DMSO wells, 100% apelin; activation, % at 20 µM; 0.11% of 330,000 active; AID 2520;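 active = activation more than six SD over the plate average, tested at 20 µM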;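 also: 0% = DMSO alone and 100% = apelin-13 at 10 nM; some results filed as inactive read as strong as hits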
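Assay system: CHO-K1 cells stably expressing ProLink-tagged human APJ and arrestin–beta-gal acceptor. Compound dosing: 20 µM single point, 1% DMSO. Times: 16-18 h seeding, 90 min dark compound exposure, 60 min detection. Detection: beta-gal luminescence. Evaluation: APJ–arrestin association signal. Controls: negative DMSO alone, positive Apelin-13 at 10 nM.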
UBC13 inh – human UBC13 polyubiquitination inhibition. inhibition, % at 20 µM. P61088. UBC13 polyubiquitin chain formation, TR-FRET. 0.47% of 330,000 active. AID 485273; in the data active = inhibition above about 45%, passing the limit was not always enough; inconclusive = no clear call, values can overlap the other calls
Target sequence (P61088 whole entry, looked up): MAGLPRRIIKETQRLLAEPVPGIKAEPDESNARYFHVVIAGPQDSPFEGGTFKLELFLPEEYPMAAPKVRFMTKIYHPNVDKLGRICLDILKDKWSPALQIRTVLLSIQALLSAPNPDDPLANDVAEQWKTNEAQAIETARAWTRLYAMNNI
CXCR6 block – CXCR6 (human) receptor inhibition | 0.36% of 360,000 active | inhibition, % at 20 µM | AID 602244 | CHO-K1 PathHunter CXCR6 beta-arrestin, luminescence; in the data active = inhibition above about 34%, passing the limit was not always enough;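 also: antagonist mode with CXCL16 agonist at 10 nM final; 0% = 10 nM CXCL16 with DMSO and 100% = unstimulated wells without agonist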
CCR6 antag – blocks CCL20-driven beta-arrestin recruitment at human CCR6. P51684. CHO-K1 CCR6 PathHunter beta-arrestin, luminescence, CCL20-stimulated. inhibition, % at 20 µM. 0.49% of 340,000 active. AID 493098;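 active = compounds whose inhibition of the agonist-driven luminescence signal at 20 µM reaches about 50%, limit read from the data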;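 also: cells stimulated with CCL20 at 14 nM final; plate controls were DMSO with CCL20 for no effect and DMSO without agonist for full effect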
Gli-Sufu antag – blocks Gli-Sufu signaling in a luciferase reporter | Sufu-KO-LIGHT fibroblasts, Gli luciferase reporter luminescence | inhibition, % at 5 µM | 0.74% of 340,000 active;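 active = inhibition above about 55%, limit read from the data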;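 also: 0% = DMSO-treated cells and 100% = wells with medium but no cells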
An asterisk follows results filed as active.

For CCn1nnnc1-c1ccc(OC)c(S(=O)(=O)Nc2ccc(C(=O)OC)cc2)c1 the results were EBI2 antag -11, APJ antag 10, ATG4B inhibitor -2, APJ agonist 1, UBC13 inh 8, CXCR6 block 1, CCR6 antag -15 and Gli-Sufu antag 5.
Screening CCOc1ccc(NC(=S)Nc2ccc3nsnc3c2)cc1 returned EBI2 antag 53*, APJ antag -3, ATG4B inhibitor 14, APJ agonist -3, UBC13 inh -2, CXCR6 block -3, CCR6 antag 21 and Gli-Sufu antag -2.
`CCCCC(=O)Nc1cccc(NC(=O)c2ccccc2Br)c1` gave EBI2 antag -5, APJ antag -9, ATG4B inhibitor 8, APJ agonist -1, UBC13 inh 3, CXCR6 block -4, CCR6 antag -11 and Gli-Sufu antag 1.
Screening CCNC(=O)CON=C1c2ccccc2-c2ccccc21 returned EBI2 antag -12, APJ antag 19, ATG4B inhibitor -17, APJ agonist -2, UBC13 inh -7, CXCR6 block -4, CCR6 antag 17 and Gli-Sufu antag -14.
For CCOc1cc(/C=N/n2c(C)nc3sc(C)c(C)c3c2=O)ccc1O the results were EBI2 antag 7, APJ antag -2, ATG4B inhibitor -9, APJ agonist -2, UBC13 inh 7, CXCR6 block 2, CCR6 antag 4 and Gli-Sufu antag 0.
`O=C(c1cc(Br)c[nH]1)N1CCSCC1` gave EBI2 antag -9, APJ antag -4, ATG4B inhibitor -6, APJ agonist -5, UBC13 inh -1, CXCR6 block 1, CCR6 antag 8 and Gli-Sufu antag 3.
Screening Cn1c(=O)c2c(ncn2CCNC2=NCCCCC2)n(C)c1=O returned EBI2 antag -6, APJ antag 8, ATG4B inhibitor -2, APJ agonist -3, UBC13 inh 20, CXCR6 block -2, CCR6 antag 2 and Gli-Sufu antag 4.
For COc1ccc(N=C2NC(=O)/C(=C/c3ccc(O)c(OC)c3)S2)cc1 the results were EBI2 antag -32, APJ antag -2, ATG4B inhibitor -10, APJ agonist -3, UBC13 inh -24, CXCR6 block 0, CCR6 antag 22 and Gli-Sufu antag 3.
For COc1ccc(/C=C2\Sc3ccc(C(=O)NCc4cccnc4)cc3N(C)C2=O)cc1OC the results were EBI2 antag 6, APJ antag -1, ATG4B inhibitor -13, APJ agonist -1, UBC13 inh 15, CXCR6 block 1, CCR6 antag 2 and Gli-Sufu antag -4.
`COc1ccc(CNC(=O)/C=C/c2cc([N+](=O)[O-])ccc2OC(F)F)cc1OC` gave EBI2 antag -3, APJ antag -10, ATG4B inhibitor -11, APJ agonist 3, UBC13 inh 8, CXCR6 block -1, CCR6 antag -8 and Gli-Sufu antag -17.
Cn1c(=O)c(C(=O)NCCc2ccc(Cl)cc2)c(O)c2ccccc21 was read as EBI2 antag 7, APJ antag -7, ATG4B inhibitor 8, APJ agonist -1, UBC13 inh 2, CXCR6 block -20, CCR6 antag 1 and Gli-Sufu antag -2.
CCOc1ccc(C(=O)N2CCN(c3ncccn3)CC2)cc1 was read as EBI2 antag 15, APJ antag 3, ATG4B inhibitor -8, APJ agonist 1, UBC13 inh 10, CXCR6 block -7, CCR6 antag -2 and Gli-Sufu antag -1.
`CC(=O)c1sc2nc(SCC(=O)NCCc3ccccc3)[nH]c(=O)c2c1C` gave EBI2 antag 20, APJ antag 6, ATG4B inhibitor -1, APJ agonist 0, UBC13 inh -17, CXCR6 block 1, CCR6 antag 8 and Gli-Sufu antag -1.
Cc1nn2c(NCCN(C)C)c3c(nc2c1-c1ccccc1)CCCC3 was read as EBI2 antag -41, APJ antag 5, ATG4B inhibitor -2, APJ agonist -1, UBC13 inh 19, CXCR6 block -2, CCR6 antag 2 and Gli-Sufu antag 20.
CCOC(=O)N1CCN(C(=O)c2ccc(-n3c(C)ccc3C)cc2)CC1 was read as EBI2 antag -22, APJ antag -5, ATG4B inhibitor 3, APJ agonist -3, UBC13 inh -3, CXCR6 block -2, CCR6 antag 1 and Gli-Sufu antag -1.
`C=CCN1C(=NC(=O)CCC(=O)O)SC2CS(=O)(=O)CC21` (stereo not drawn) gave EBI2 antag -4, APJ antag 6, ATG4B inhibitor -2, APJ agonist -2, UBC13 inh 5, CXCR6 block 0, CCR6 antag -16 and Gli-Sufu antag 1.
COc1cc(CNCc2ccccn2)ccc1OCC(N)=O was read as EBI2 antag 5, APJ antag 5, ATG4B inhibitor 1, APJ agonist -4, UBC13 inh -2, CXCR6 block 4, CCR6 antag 1 and Gli-Sufu antag 1.
Screening COc1ccc(NC(=O)C2CCCN(S(=O)(=O)c3cccc4nonc34)C2)cc1 (stereo not drawn) returned EBI2 antag 6, APJ antag -7, ATG4B inhibitor 8, APJ agonist 1, UBC13 inh -7, CXCR6 block -4, CCR6 antag 13 and Gli-Sufu antag -4.
`COc1ccccc1-n1c(SCC(=O)N2CCCC2)nc2cccnc21` gave EBI2 antag -14, APJ antag 4, ATG4B inhibitor -7, APJ agonist 1, UBC13 inh 7, CXCR6 block -8, CCR6 antag -13 and Gli-Sufu antag -7.
Screening CC(C)c1cc(C(F)(F)F)n2nc(C(=O)Nc3ccc(-n4cnnn4)cc3)cc2n1 returned EBI2 antag -7, APJ antag 16, ATG4B inhibitor -3, APJ agonist -2, UBC13 inh inconclusive, CXCR6 block -6, CCR6 antag 11 and Gli-Sufu antag 5.
For CCOC(=O)c1cc(C(C)=O)c(=O)[nH]c1C the results were EBI2 antag -1, APJ antag 9, ATG4B inhibitor -13, APJ agonist 0, UBC13 inh -9, CXCR6 block 0, CCR6 antag -6 and Gli-Sufu antag 7.
`Cc1cc2cc(CNC(=O)Nc3ccccc3)ccc2n1C` gave EBI2 antag 7, APJ antag 21, ATG4B inhibitor 5, APJ agonist -5, UBC13 inh -1, CXCR6 block 14, CCR6 antag 12 and Gli-Sufu antag -25.
For CCOc1ccccc1NC(=O)c1cccc(NC(=O)CC(c2ccccc2)c2ccccc2)c1 the results were EBI2 antag 19, APJ antag -4, ATG4B inhibitor 18, APJ agonist -3, UBC13 inh -11, CXCR6 block 6, CCR6 antag 10 and Gli-Sufu antag 6.
`COc1ccc(NS(=O)(=O)c2ccc(O)c(NC(=O)c3cc4c(C)nn(-c5ccc(F)cc5)c4s3)c2)cc1` gave EBI2 antag 4, APJ antag 10, ATG4B inhibitor 34, APJ agonist -1, UBC13 inh -36, CXCR6 block -3, CCR6 antag 11 and Gli-Sufu antag 11.
O=C(O)CSc1c[nH]c2ccccc12 was read as EBI2 antag -1, APJ antag -9, ATG4B inhibitor 3, APJ agonist 4, UBC13 inh 6, CXCR6 block 2, CCR6 antag -1 and Gli-Sufu antag 1.
CC1=CC(=O)[C@H]2C(C)(C)CCC[C@]2(C)[C@@]1(O)CO was read as EBI2 antag -4, APJ antag -26, ATG4B inhibitor -6, APJ agonist -1, UBC13 inh 7, CXCR6 block -1, CCR6 antag 3 and Gli-Sufu antag 3.
Cc1ccc(OS(=O)(=O)c2ccc(-c3csc(C)n3)s2)c(C)c1 was read as EBI2 antag 6, APJ antag -1, ATG4B inhibitor 8, APJ agonist 2, UBC13 inh inconclusive, CXCR6 block -12, CCR6 antag 13 and Gli-Sufu antag -2.
Screening CC1CC1C(=O)Nc1nc(-c2ccccc2)cs1 (stereo not drawn) returned EBI2 antag 9, APJ antag 4, ATG4B inhibitor 2, APJ agonist -2, UBC13 inh 4, CXCR6 block -6, CCR6 antag -2 and Gli-Sufu antag 7.
`c1nc(NC2CCCCCC2)c2[nH]cnc2n1` gave EBI2 antag -1, APJ antag -11, ATG4B inhibitor 5, APJ agonist -1, UBC13 inh 10, CXCR6 block 5, CCR6 antag -1 and Gli-Sufu antag -20.
COc1ccc(S(=O)(=O)NC(C)C(=O)NCC2CCCO2)cc1OC (stereo not drawn) was read as EBI2 antag -6, APJ antag 1, ATG4B inhibitor -5, APJ agonist 1, UBC13 inh -5, CXCR6 block 3, CCR6 antag 9 and Gli-Sufu antag -11.
CC(C)(C)c1cc(/C=N/O)cc(C(C)(C)C)c1O was read as EBI2 antag 9, APJ antag -14, ATG4B inhibitor -5, APJ agonist 2, UBC13 inh 11, CXCR6 block -1, CCR6 antag 25 and Gli-Sufu antag -7.
O=C(Nc1ccc(N2CCN(C(=O)c3cccs3)CC2)cc1)c1ccccc1Cl was read as EBI2 antag -3, APJ antag -11, ATG4B inhibitor 5, APJ agonist -2, UBC13 inh 3, CXCR6 block -6, CCR6 antag 4 and Gli-Sufu antag -16.
O=C(O)c1cc([N+](=O)[O-])ccc1N1CCC(Cc2ccccc2)CC1 was read as EBI2 antag 10, APJ antag 17, ATG4B inhibitor 12, APJ agonist -3, UBC13 inh -11, CXCR6 block 21, CCR6 antag 13 and Gli-Sufu antag 27.
For COc1ccc(CC(=O)Nn2c(-c3ccccc3)nc3ccccc3c2=O)cc1 the results were EBI2 antag -5, APJ antag -18, ATG4B inhibitor -3, APJ agonist 0, UBC13 inh -15, CXCR6 block -4, CCR6 antag 1 and Gli-Sufu antag 0.
C=CCNC(=O)CN(CCc1ccccc1)S(=O)(=O)c1ccccc1 was read as EBI2 antag -7, APJ antag -4, ATG4B inhibitor 6, APJ agonist -5, UBC13 inh 8, CXCR6 block -1, CCR6 antag 9 and Gli-Sufu antag -15.
For CCN(c1ccccc1)S(=O)(=O)c1ccc(Cl)c(NC(=O)CSc2ncn[nH]2)c1 the results were EBI2 antag 2, APJ antag 10, ATG4B inhibitor -15, APJ agonist -1, UBC13 inh -7, CXCR6 block -1, CCR6 antag 13 and Gli-Sufu antag 0.
For Cc1sc2nc(C(C)C)oc(=O)c2c1C the results were EBI2 antag -13, APJ antag 25, ATG4B inhibitor 0, APJ agonist 3, UBC13 inh -1, CXCR6 block 0, CCR6 antag -2 and Gli-Sufu antag 7.
CCCCn1c(=N)n(CC(=O)C(C)(C)C)c2ccccc21 was read as EBI2 antag 22, APJ antag 8, ATG4B inhibitor 1, APJ agonist -5, UBC13 inh 5, CXCR6 block 6, CCR6 antag 8 and Gli-Sufu antag 6.
C=CCOC(=O)C1=C(C)Nc2nnnn2C1c1ccc(OC)cc1OC (stereo not drawn) was read as EBI2 antag -5, APJ antag 0, ATG4B inhibitor -3, APJ agonist -5, UBC13 inh 16, CXCR6 block -5, CCR6 antag -15 and Gli-Sufu antag 3.
Screening Cc1nc(NC(=O)COC(=O)c2cccs2)c(Cl)cc1Cl returned EBI2 antag 6, APJ antag 16, ATG4B inhibitor -8, APJ agonist 8, UBC13 inh -5, CXCR6 block 0, CCR6 antag 4 and Gli-Sufu antag -8.
For COc1cc(/C=N/NC(=O)c2cccnc2)ccc1OS(=O)(=O)c1ccc(F)cc1 the results were EBI2 antag -7, APJ antag -18, ATG4B inhibitor -8, APJ agonist 3, UBC13 inh -14, CXCR6 block -4, CCR6 antag -1 and Gli-Sufu antag -2.
For CCc1cc2c(NCc3ccccc3)nc(C)nc2s1 the results were EBI2 antag 6, APJ antag 3, ATG4B inhibitor 38, APJ agonist -1, UBC13 inh 14, CXCR6 block -1, CCR6 antag -22 and Gli-Sufu antag 14.
`Cc1ccc(S(=O)(=O)N/N=C/C(C)(C)CO)cc1` gave EBI2 antag 1, APJ antag 0, ATG4B inhibitor 4, APJ agonist 4, UBC13 inh 0, CXCR6 block -7, CCR6 antag -3 and Gli-Sufu antag -2.
O=C(Oc1ccc2ccccc2c1)C1CCC1 was read as EBI2 antag -8, APJ antag -1, ATG4B inhibitor 6, APJ agonist 3, UBC13 inh -6, CXCR6 block -22, CCR6 antag -2 and Gli-Sufu antag 26.
COc1ccc(-c2cc(-c3ccccc3)nc(N3CCCC3)n2)cc1OC was read as EBI2 antag -16, APJ antag 0, ATG4B inhibitor 4, APJ agonist -1, UBC13 inh 27, CXCR6 block -10, CCR6 antag 6 and Gli-Sufu antag 13.

This is a random part of the collection (roughly 3% active in at least one column).
